SR-BI DiI inh: blocks mouse SR-BI lipid uptake from DiI-HDL | 320,000 compounds, 0.96% hits | Q61009 | ldlA[mSR-BI] CHO cells, DiI-HDL uptake fluorescence, 3 h | inhibition, % at 12.5 µM;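 active = mean replicate inhibition of at least 70% and a set share of replicates each scoring 70 or more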;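 also: 0% = median of neutral control wells and 100% = median of positive control wells; values of inactives mirror those of a sister screen read the other way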
Wnt bcat act: activates Wnt/beta-catenin signaling in a reporter cell assay; 300,000 compounds, 1.2% hits; activation, % at 9.35 µM; activator, plate reader; in the data active = activation above about 30%, passing the limit was not always enough;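 also: 0% = neutral control wells and 100% = positive control wells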
NSD2 HMT inh: inhibitors of human histone methyltransferase NSD2. NSD2 peptide methylation, AlphaScreen, 120 min. inhibition, % at 12.5 µM. 310,000 compounds, 0.54% hits. AID 743445; in the data active = inhibition above about 50%
dFosB act: activators of mouse delta FosB homodimer. purified delta FosB, TAMRA-CDK5 oligo fluorescence polarization; percent of positive-control signal above neutral wells. activation, % at 25 µM. 340,000 compounds, 0.99% hits. AID 493131;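 active = mean activation above about 17%, with every replicate also reaching it, limit read from the data, passing the limit was not always enough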;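 also: fluorescence polarization rise as delta FosB binds a TAMRA Cdk5 AP-1 oligo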
Target sequence (P13346 whole entry, looked up): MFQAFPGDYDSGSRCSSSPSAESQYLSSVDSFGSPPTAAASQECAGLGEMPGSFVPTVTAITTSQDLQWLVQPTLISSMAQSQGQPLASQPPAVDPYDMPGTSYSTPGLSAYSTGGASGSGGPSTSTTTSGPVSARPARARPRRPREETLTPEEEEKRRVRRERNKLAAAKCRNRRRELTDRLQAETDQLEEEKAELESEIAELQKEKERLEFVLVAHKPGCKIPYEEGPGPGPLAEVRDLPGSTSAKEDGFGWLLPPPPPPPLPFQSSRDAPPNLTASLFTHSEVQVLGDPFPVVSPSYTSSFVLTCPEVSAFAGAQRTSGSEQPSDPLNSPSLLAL
CDK5 inh: CDK5/p35 (human) kinase inhibition. 330,000 compounds, 0.01% hits. Recombinant CDK5/p35, ADP-Glo luminescence, 60 min. inhibition, % at 10 µM. Q00535+Q15078;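 active = highest replicate inhibition of at least 50% and at least 75% of replicates reaching 50%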;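 also: plate controls were DMSO neutral control for no effect and GW8510 at 10 µM for full effect; many of its hits are not listed in these tables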
Target sequence (Q00535 whole entry, looked up): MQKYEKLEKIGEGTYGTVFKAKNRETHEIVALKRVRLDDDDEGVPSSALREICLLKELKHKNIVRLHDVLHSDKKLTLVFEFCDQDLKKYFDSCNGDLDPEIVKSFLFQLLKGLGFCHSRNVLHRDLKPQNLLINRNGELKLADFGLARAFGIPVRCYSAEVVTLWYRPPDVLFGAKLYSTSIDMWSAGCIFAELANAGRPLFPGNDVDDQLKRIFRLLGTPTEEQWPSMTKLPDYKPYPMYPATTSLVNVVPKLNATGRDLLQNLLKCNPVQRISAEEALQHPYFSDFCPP
Target sequence (Q15078 whole entry, looked up): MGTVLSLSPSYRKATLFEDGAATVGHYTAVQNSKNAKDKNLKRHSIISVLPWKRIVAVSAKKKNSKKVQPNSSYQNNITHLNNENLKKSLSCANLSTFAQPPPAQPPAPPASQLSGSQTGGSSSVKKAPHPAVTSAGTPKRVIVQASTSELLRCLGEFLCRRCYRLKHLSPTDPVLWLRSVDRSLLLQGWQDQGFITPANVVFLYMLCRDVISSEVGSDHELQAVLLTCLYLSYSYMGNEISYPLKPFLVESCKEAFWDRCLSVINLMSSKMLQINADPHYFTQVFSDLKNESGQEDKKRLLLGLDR
V-ATPase pH: yeast V-ATPase proton transport regulation by pHLuorin | response, % at 10 µM | AID 504577 | S. cerevisiae, pHLuorin cytosolic pH fluorescence | 350,000 compounds, 0.37% hits; in the data active = response mostly above about 7.3%, no sharp cut-off; inactive = mostly below about 5.4%; also: actives read high; inactives centre near 0; some compounds called inactive have numbers as strong as hits; reference of the scale not given here
HTR5A ag: HTR5A agonism, opioid heterodimer counter-screen; HTR5A agonist assay, luminescence, cell-based; AID 504692; activation, % at 9.3 µM; 340,000 compounds, 0.61% hits; in the data active = activation mostly above about 9.5%, no sharp cut-off; inactive = mostly below about 7.6%;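 also: 0% = cells with vehicle only and 100% = reference agonist; strong numbers were not always called active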
MITF TRPM1 HTS: increases MITF-driven TRPM1 promoter luciferase signal. AID 588334. 300,000 compounds, 0.75% hits. SK-MEL-5 TRPM1-promoter luciferase, 24 h; % of positive control, neutral wells = 0. activation, % at 12.5 µM;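 active = mean activation of at least 80% with every replicate also reaching 80%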;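 also: 0% = neutral control wells and 100% = parthenolide positive control wells; values of inactives mirror those of a sister screen read the other way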
HTR5A inv ag: inverse agonist of human HTR5A in OPRM1-OPRD1 counter-screen; 340,000 compounds, 0.083% hits; P47898; AID 504634; HTR5A cell line, luminescence, inverse agonism; inhibition, % at 9.3 µM; in the data active = inhibition mostly above about 23%, no sharp cut-off; inactive = mostly below about 18%;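 also: 0% = cells with DMSO and 100% = no-cell wells with DMSO; some compounds called inactive have numbers as strong as hits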
PvdQ acylase: blocks Pseudomonas aeruginosa PvdQ acylase activity | purified PvdQ acylase, fluorescence plate reader | inhibition, % at 10 µM | 340,000 compounds, 0.063% hits; in the data active = inhibition above about 30%, passing the limit was not always enough;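 also: 0% = vehicle neutral wells and 100% = reference inhibitor wells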
Active calls of the source: *; / = not tested or not shown. This is a random part of the collection, and some 5% of all compounds hit somewhere here.

SMILES	SR-BI DiI inh	Wnt bcat act	NSD2 HMT inh	dFosB act	CDK5 inh	V-ATPase pH	HTR5A ag	MITF TRPM1 HTS	HTR5A inv ag	PvdQ acylase
O=C(NCc1cccnc1)C1CCN(C(=O)c2ccc(Cl)cc2Cl)CC1	-31	2	/	1	-1.1	3	0	/	-2	6
O=C(Nc1ccc(S(=O)(=O)N2CCOCC2)cc1)c1cc([N+](=O)[O-])ccc1Cl	0	-1	2	-9	-1.1	0	2	7	-14	-14
O=C(N/N=C/c1ccc(F)c(F)c1)c1cc2c(s1)-c1ccccc1CC2	14	/	0	-1	-1.8	6	4	4	-4	-7
CCNC(=O)CC1SC(=Nc2cccc(Cl)c2C)N(C)C1=O (centres undefined)	1	14	1	-7	-0.2	-7	0	-3	-17	1
Cc1ccc2cc(CN(C(=O)C3CCCO3)C3CCCCC3)c(=O)[nH]c2c1 (centres undefined)	9	-1	28	-10	0.3	0	-2	5	4	-9
Cc1ccccc1NC(=O)c1cn(-c2ccccc2)nc1-c1ccccc1	70	0	2	-12	0.3	-2	-3	-9	10	8
CCc1ccc(N2CC(C(=O)Nc3ccccc3F)CC2=O)cc1 (centres undefined)	6	0	0	-6	1.0	-2	11	3	8	-15
CCOc1ccc(-n2nnc3c(=O)n(CC(=O)NCc4ccco4)cnc32)cc1	-18	-1	-2	22*	1.6	-3	1	-3	-2	-7
O=S(=O)(c1ccc(OC(F)(F)F)cc1)N1CCCC(N2CCOCC2)C1 (centres undefined)	13	-1	0	-1	0.0	-1	2	/	-8	-10
Cc1cc(C)c(C(=O)/C=C/c2ccc(C(C)C)cc2)c(=O)[nH]1	-36	0	2	-11	0.0	0	-2	-16	-8	-7
O=C(O)C(NS(=O)(=O)c1ccc(F)cc1)c1ccccc1 (centres undefined)	-40	0	/	-3	-0.2	3	-5	7	13	8
Cc1cc(C)n(-c2ccc(C(=O)Nc3ccccc3N3CCOCC3)cc2)n1	80*	/	9	-2	0.7	1	0	-1	-10	-3
O=C(OCCN1CCCCC1)c1ccccc1F	-4	2	-4	5	0.4	2	1	-11	-5	5
CNC(=S)NNC(=O)c1cccn(Cc2cccc(C(F)(F)F)c2)c1=O	1	2	0	-1	-0.9	5	3	/	-11	-14
CCOc1ccc(NC(=O)CSC2=NN3CCCC(=O)N=C3S2)cc1	0	0	0	-8	/	5	2	10	-22	-12

The last 4 entries of the section before open the next one:
SMILES	SR-BI DiI inh	Wnt bcat act	NSD2 HMT inh	dFosB act	CDK5 inh	V-ATPase pH	HTR5A ag	MITF TRPM1 HTS	HTR5A inv ag	PvdQ acylase
Cc1cc(C)n(-c2ccc(C(=O)Nc3ccccc3N3CCOCC3)cc2)n1	80*	/	9	-2	0.7	1	0	-1	-10	-3
O=C(OCCN1CCCCC1)c1ccccc1F	-4	2	-4	5	0.4	2	1	-11	-5	5
CNC(=S)NNC(=O)c1cccn(Cc2cccc(C(F)(F)F)c2)c1=O	1	2	0	-1	-0.9	5	3	/	-11	-14
CCOc1ccc(NC(=O)CSC2=NN3CCCC(=O)N=C3S2)cc1	0	0	0	-8	/	5	2	10	-22	-12
CCCCCC(=O)NC(=S)Nc1ccccc1C(=O)OC	-9	14	1	-9	2.0	1	3	9	18	-11
O=C(CN1C(=O)c2ccccc2C1=O)Nc1cccc(O)c1	-11	1	-4	0	2.1	3	-1	2	3	-4
CCC(CC)c1nnc(NC(=O)Oc2ccccc2)s1	-1	/	-3	-4	-0.5	17*	10	-10	-27	9
CCC(=O)N1CCNC(=O)C1CC(=O)Nc1ccc(C)c(Cl)c1 (centres undefined)	/	-1	-3	-8	-2.9	-1	4	2	-10	-7
COc1ccc(C2/C(=C(/O)c3ccc(C)cc3)C(=O)C(=O)N2CCCN2CCOCC2)cc1 (centres undefined)	-11	2	2	-4	-0.8	1	-1	-2	4	-1
CCOC(=O)C1CCCN(c2c(NCCN(CC)c3ccccc3)c(=O)c2=O)C1 (centres undefined)	-3	0	/	-2	-2.9	-3	5	-10	-16	-5
COc1ccc([N+](=O)[O-])c(OC)c1C(=O)NC(=O)Nc1c(C)cccc1C	19	-3	-1	1	0.8	-1	-1	1	3	-5
Cc1ccc(CN2CCNC(=O)C2CC(=O)N(C)C2CCCCC2)o1 (centres undefined)	-48	-2	2	-8	0.3	/	-1	4	1	1
Cc1ccccc1NCc1nnc2n1CCCCC2	-15	-2	0	4	-0.7	0	-3	-3	-19	1
COc1ccc(OC)c(C2NC(=O)CCC2[N+](=O)[O-])c1 (centres undefined)	-23	-1	7	4	0.0	0	2	6	-7	-12
O=C(CS(=O)(=O)c1ccccc1)Nc1nnc(Cc2ccccc2)s1	2	-2	3	-6	-2.2	3	0	-5	29	-17
CSc1nnc2c3ccccc3c3ccccc3c2n1	6	2	2	0	1.4	4	3	/	-15	-2
CC(C)Cc1cc(C(=O)Nc2sc3c(c2C#N)CCCC3)no1	34	1	/	-10	-3.2	-4	-5	12	15	-17
Cc1ccc(NC(=O)CSCC(=O)Nc2ccc(N3CCOCC3)c(Cl)c2)cc1	24	/	-1	-6	0.8	4	2	3	-6	-11
C/C(=N\NC(=O)Cc1ccccc1)c1ccc(Cl)s1	-6	0	-1	-1	1.1	4	-2	-6	11	-8
O=C(O)COn1c(-c2ccc(Cl)cc2)nc2ccc(Cl)cc21	4	13	-2	-7	0.8	-2	-1	57	4	-2
O=C(c1cccc(C(F)(F)F)c1)C1CCCN(Cc2cccn2-c2ccccn2)C1 (centres undefined)	-15	-4	-2	-3	0.9	-3	-5	-2	11	-8
CCOC(=O)c1c(C)[nH]c(C(=O)OCC(=O)N(C)CC(=O)Nc2ccccc2Cl)c1C	33	1	/	-13	-0.1	-3	4	-1	-10	-13
O=C(CCCc1ccccc1)NCc1cn2ccsc2n1	-15	0	/	-6	-4.7	4	4	7	14	-25
Cc1ccc(C(=O)N2CCCCC2)cc1S(=O)(=O)N1CCOCC1	0	2	-6	-5	0.4	1	2	2	-3	-13
CCN1CCN(CC(=O)c2cc(OC)c(OC)c(OC)c2)CC1	4	0	-3	-3	0.5	-2	0	-11	-26	-7
O=C(O)CC/C(=C\c1ccc(Cl)c([N+](=O)[O-])c1)c1nc2ccccc2s1	-1	1	7	3	0.6	-2	1	5	-26	-1
Cc1ccc(C2=NCCn3nc4cc([N+](=O)[O-])ccc4c32)cc1	34	0	/	-5	1.0	-2	9	20	-22	19
CCOc1nc(NCCO)nc(NCCC2=CCCCC2)n1	-19	-5	1	-5	1.0	3	3	/	-10	-15
Nc1ccc2c(c1)C(=O)Cc1ccccc1S2	9	/	-2	-15	-0.6	-1	0	1	0	-10
CCCNc1nc(OCC(F)(F)F)nc(OCC(F)(F)F)n1	0	2	-2	-3	-0.1	-2	1	0	2	1
CCCCC(CC)C(=O)Oc1ccc(O)c(C(C)(C)C)c1 (centres undefined)	36	-4	/	-6	-0.2	0	-8	1	-10	12
COc1cccc(/C=C/C(=O)c2cccc([N+](=O)[O-])c2)c1	-1	6	1	1	-7.3	2	-5	-6	12	-11
CCOC(=O)Oc1ccc2oc(=O)cc(C)c2c1	18	4	-1	0	1.0	3	3	/	8	-12
O=C(Cc1ccc(-n2cccc2)cc1)N1CCc2ccccc21	-27	/	0	-5	1.0	-3	-6	34	13	-11
Cc1ccccc1C(=O)N1CCC(C(=O)Nc2ccc3c(c2)OCO3)CC1	-22	/	0	-2	-0.1	-1	-3	-7	7	5
Cc1cc([N+](=O)[O-])ccc1NC(=O)CN1C2CCC1CC(NC(=O)NC13CC4CC(CC(C4)C1)C3)C2 (centres undefined)	53	-2	0	2	0.7	-3	2	-38	-6	29
COc1ccc2c(c1OC)C(=O)OC2Nn1cncn1 (centres undefined)	-17	/	11	5	-0.9	8	-1	-9	-1	-8
O=C1CN(c2ccccc2)C(=S)N1C(=O)c1ccccc1	9	23	0	-1	-0.9	2	0	/	20	-10
CN(C)N1C(N)=C(C#N)C(c2cccc3ccccc23)C2=C1CC(c1ccccc1)CC2=O (centres undefined)	20	/	-3	-5	0.0	-2	-6	-34	17	-1
Oc1ccccc1Oc1ncc(Br)c(Cl)n1	2	3	8	3	0.8	-5	0	9	-1	0
COc1ccc(CNc2nc(-c3cccnc3)nn2C(=O)CC(C)C)cc1	12	0	20	-8	1.1	-4	2	3	-5	-16
CCN(CC(=O)Nc1ccc(OC)cc1)C(=O)Cc1ccc(OC)c(S(=O)(=O)N2CCOCC2)c1	-15	0	1	-1	-6.9	7	-6	1	14	-11
COC(=O)N1C(=O)[C@](c2ccsc2)(C(C)C)N1C(=O)OC	-24	-3	/	3	0.4	-4	-1	-1	2	-8
COc1ccc(C(=O)NCC(=O)OCC(=O)NC23CC4CC(CC(C4)C2)C3)cc1	-56	-1	2	-13	-2.0	1	-5	3	-8	-11
CCC(=O)c1cn(/C(=C\C(=O)OC(C)(C)C)CCC(OC)OC)cc1CC	14	2	/	-1	0.1	-4	11	8	7	-11
CCCNC(=O)Nc1nc(CC(=O)OCC)cs1	-10	5	43	-15	1.3	6	-2	-11	4	-5
Cc1ccc(-c2nc(C=Nc3ccccc3)c(O)o2)cc1	-4	3	-1	-4	-0.4	-2	6	43	-14	-11
CCOC(=O)/C(=N\Nc1ccccc1Cl)N1CC(C)OC(C)C1 (centres undefined)	45	-1	4	-7	-2.0	2	1	0	-1	-8
COc1ccc(Cl)cc1-c1nc(SCC(=O)NCCN2C(=O)CSC2=O)n[nH]1	9	/	-1	2	1.4	-3	4	3	7	-3
COc1ccc(CNC(=O)c2coc(=O)c3ccccc23)c(OC)c1	-1	0	-2	/	-0.1	-1	3	-3	11	4
Cc1csc(NC(=O)CSc2nnc(C)n2Cc2ccco2)n1	-29	1	-1	5	1.2	-1	-3	-9	14	-10
CCCNc1ncccc1C(N)=O	-1	/	2	-3	0.4	-5	0	6	3	-5
O=C(Nc1ccccc1)C1=C[C@@H](c2coc3ccccc3c2=O)C[C@@H](OCc2ccc(CO)cc2)O1	-5	0	/	-3	-0.2	4	5	11	-13	6
COc1cccc(/C=N/Nc2ccccc2C(=O)O)c1O	-23	35*	1	6	-0.2	1	3	26	-10	-7
CCCCOc1ccc(C(=O)Nc2ccc(SC(F)F)cc2)cc1OC	68	/	1	-5	0.5	-1	0	21	-1	11
COCCNC(=O)[C@@]1(Cc2ccccc2)C=C[C@@H](C)N1C(C)=O	-20	4	/	0	0.5	-3	4	16	-12	-2
O=C(c1ccc2c(c1)OCCO2)C1CCN(S(=O)(=O)c2ccc(F)cc2)CC1	12	/	0	3	2.8	11	-3	-1	9	2
CC(Sc1ncnc2sc(-c3ccccc3)cc12)C(=O)NCC1CCCO1 (centres undefined)	54	4	-2	-26	0.0	4	1	12	-6	0
Cc1ccc(C2=NN(S(C)(=O)=O)C(c3ccc4nccnc4c3)C2)cc1 (centres undefined)	-16	0	-4	1	-0.1	1	1	47	-2	-12
CCOC(=O)C1CN(S(=O)(=O)c2ccc(OC)cc2)c2cc(S(=O)(=O)CC)ccc2O1 (centres undefined)	9	7	1	-9	-0.2	-2	0	8	0	-19
CC1CCN(S(=O)(=O)c2ccc3c(c2)N(CC(=O)N(C)Cc2ccco2)C(=O)CO3)CC1	9	-2	4	-4	/	5	-3	9	-3	-11
COc1ccccc1OCCn1cc(C(=O)c2ccco2)c2ccccc21	46	3	-1	-13	-1.6	-2	0	/	18	-3
